LEDGF integ inh: blockers of LEDGF/p75-dependent integrase strand transfer – biochemical, TR-FRET, high throughput, primary screen. HIV-1 integrase (with human LEDGF/p75). TR-FRET IN-LEDGF/p75 DNA integration, Eu/Cy5. inhibition, % at 3.7 µM. 370,000 tested, 0.64% active. AID 743269, 2014;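 active means inhibition above the screen-wide mean plus 3 SD, cut at about 13% in these data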;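 further: signal is the Cy5 over europium emission ratio at 671 and 618 nm; 0% = plate median of compound wells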
UHRF1 MBD2 ctr: UHRF1 methylated DNA binding inhibitors, primary screen, counter-screen for MBD2 inhibitor project, biochemical, TR-FRET, human UHRF1, single concentration. 370,000 tested, 0.75% active. E3 ubiquitin-protein ligase UHRF1 (Homo sapiens), Q96T88. UHRF1 binding to methylated oligo. inhibition, % at 4.4 µM. AID 687016, 2013; in the data active means inhibition above about 21%;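 further: UHRF1 SRA domain binding a hemimethylated CpG hairpin DNA probe; 0% = median of test compound wells and 100% = reference inhibitor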
HTRA1 inh: HTRA1 serine protease inhibitors, primary screen, biochemical, fluorescence polarization, HTS. Q92743. recombinant HTRA1, FP-rhodamine activity-based probe. inhibition, % at 5.96 µM. 340,000 tested, 0.5% active. AID 504803, 2011; in the data active means inhibition above about 36%;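 further: 0% = enzyme with DMSO and 100% = wells lacking enzyme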
PG9 Ab binder: binders of HIV-1 gp120 antibody PG9, primary screen, biochemical, TR-FRET. HIV-1 gp120 / PG9 antibody interaction. inhibition, % at 6.7 µM. 360,000 tested, 0.43% active. TR-FRET gp120-PG9 antibody binding; in the data active means inhibition above about 8.5%
rCAG RNA binder: binders of r(CAG) RNA repeats, primary screen, biochemical, fluorescence; 370,000 tested, 1.3% active; r(CAG) RNA repeat, TO-PRO-1 dye displacement fluorescence; inhibition, % at 3 µM; AID 651821, 2012;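 active means inhibition above the plate cutoff, the mean of all test compounds on that plate plus 3 SD, cut at about 35% in these data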;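 further: 0% = DMSO alone and 100% = 100 µM mitoxantrone as full dye displacement; higher means more dye released from RNA so lower well fluorescence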
PRMT1 FP inh: PRMT1 methyltransferase inhibitors, primary screen, biochemical, fluorescence polarization. 370,000 tested, 1.3% active. Protein arginine N-methyltransferase 1 (Homo sapiens), Q99873. recombinant PRMT1, activity-based probe fluorescence polarization. inhibition, % at 2.79 µM;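 active means inhibition above about 21% made by adding two undisclosed values, limit read from the data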
mABHD4 FP: ABHD4 inhibitors, primary screen, biochemical, fluorescence polarization, mouse; (Lyso)-N-acylphosphatidylethanolamine lipase (Mus musculus), Q8VD66; purified mABHD4, FP-Rh probe fluorescence polarization; inhibition, % at 8.92 µM; 370,000 tested, 0.54% active;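 active means inhibition exceeding the mean over every tested compound plus 3 SD, cut at about 30% in these data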;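 further: 0% = plate median of compound wells and 100% = S159A mutant with DMSO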
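Test system: mouse ABHD4 enzyme, wild type. Reagent: FP-Rh fluorescent activity-based probe, added after compound pre-incubation. Timing: pre-incubation 45 min, probe exposure 60 min, at 25 °C. Technique: FP readout, ex 525 nm / em 598 nm. Benchmarks: high control S159A mutant with DMSO, low control median of compound wells.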
TCR CD3 inh: inhibitors of human TCR-CD3 interaction, primary screen, biochemical, fluorescence, TAMRA-labeled TCR probe | inhibition, % at 9.4 µM | T-cell receptor (TCR) | 360,000 tested, 0.37% active; in the data active means inhibition above about 19%;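 further: recombinant mutant TCR 2C K166C tagged with TAMRA read by polarization; 0% = receptor in buffer alone and 100% = receptor with positive control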
NR1D1 modulator: modulators of Rev-erb alpha DNA binding, primary screen, biochemical, FITC-DNA, fluorescence polarization, uHTS; activity, % at 10 µM; Rev-erbα–FITC-DNA binding, 90 min; 370,000 tested, 0.79% active; Nuclear receptor subfamily 1 group D member 1 (Homo sapiens), P20393; AID 1259318, 2017;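 active means activity above about 14%, limit read from the data; passing the limit was not always enough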;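 further: 0% = DMSO wells with 35 nM protein and 100% = DMSO wells with 750 nM protein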
Target sequence (P20393 whole entry, looked up): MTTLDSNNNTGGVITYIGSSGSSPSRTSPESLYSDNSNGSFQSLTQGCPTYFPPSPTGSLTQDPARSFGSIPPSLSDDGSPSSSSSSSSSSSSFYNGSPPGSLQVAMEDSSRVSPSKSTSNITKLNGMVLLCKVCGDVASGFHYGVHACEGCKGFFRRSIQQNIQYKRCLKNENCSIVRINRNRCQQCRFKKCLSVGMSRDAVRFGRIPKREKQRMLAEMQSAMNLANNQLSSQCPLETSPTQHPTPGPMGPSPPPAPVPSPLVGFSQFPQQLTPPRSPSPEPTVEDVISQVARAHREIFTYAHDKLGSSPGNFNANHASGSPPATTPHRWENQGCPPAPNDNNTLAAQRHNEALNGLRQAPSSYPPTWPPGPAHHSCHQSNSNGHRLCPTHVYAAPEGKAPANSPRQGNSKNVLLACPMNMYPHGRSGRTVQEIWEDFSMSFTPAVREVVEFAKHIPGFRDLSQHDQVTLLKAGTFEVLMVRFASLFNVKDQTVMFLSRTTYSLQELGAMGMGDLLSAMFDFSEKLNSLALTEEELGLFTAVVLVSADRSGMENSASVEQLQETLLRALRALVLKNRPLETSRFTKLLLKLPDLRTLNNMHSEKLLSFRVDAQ
MBD2 inh: inhibitors of MBD2 binding to methylated DNA, primary screen, biochemical, TR-FRET, DNA-binding domain, human; Methyl-CpG-binding domain protein 2 (Homo sapiens), Q9UBB5; MBD2 binding to methylated oligonucleotide; inhibition, % at 4.4 µM; 370,000 tested, 0.31% active; AID 686964, 2013; in the data active means inhibition above about 13%
Target sequence (Q9UBB5 whole entry, looked up, the tested form may be a part): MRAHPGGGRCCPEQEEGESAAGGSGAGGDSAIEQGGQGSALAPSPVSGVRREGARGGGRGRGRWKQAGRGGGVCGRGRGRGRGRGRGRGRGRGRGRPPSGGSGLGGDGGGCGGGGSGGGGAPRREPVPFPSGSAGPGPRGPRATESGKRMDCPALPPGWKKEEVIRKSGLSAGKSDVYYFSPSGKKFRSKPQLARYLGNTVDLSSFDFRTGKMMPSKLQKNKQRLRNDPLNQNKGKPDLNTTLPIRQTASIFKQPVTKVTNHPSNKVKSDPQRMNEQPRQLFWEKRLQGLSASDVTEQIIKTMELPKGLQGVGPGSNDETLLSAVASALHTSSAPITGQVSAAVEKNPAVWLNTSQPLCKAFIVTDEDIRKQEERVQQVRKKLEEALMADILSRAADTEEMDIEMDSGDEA
Active calls of the source: *; i = inactive; / = no result given. The list is partial; count on the stated rates, not on these rows.

SMILES | LEDGF integ inh | UHRF1 MBD2 ctr | HTRA1 inh | PG9 Ab binder | rCAG RNA binder | PRMT1 FP inh | mABHD4 FP | TCR CD3 inh | NR1D1 modulator | MBD2 inh
CCOC(=O)[C@]12CCC=C1N(Cc1cccc3ccccc13)C(=O)[C@H](CC(=O)N1CCC(c3ccccc3)CC1)C2 | 2 | 2 | / | 1.8 | 10 | -7 | -1 | 0 | -1 | -6
Cc1csc(NC(=O)/C=C/c2ccc3c(c2)OCO3)n1 | -6 | 1 | -12 | -0.9 | 6 | 5 | -6 | 0 | -6 | -6
O=C(COC(=O)Cc1ccc(S(=O)(=O)N2CCOCC2)s1)Nc1ccc2c(c1)OCO2 | 0 | -3 | -4 | -0.2 | 4 | 0 | 3 | 2 | -6 | 4
CN(C)/C=C/C(=O)c1ccc(Br)cc1 | -3 | 2 | -26 | -0.7 | 10 | 2 | -2 | -2 | 5 | 3
CN(C)S(=O)(=O)c1ccc(NC(=O)CN2CCc3ccccc32)cc1 | -2 | 20 | -4 | -0.9 | 21 | 6 | -10 | -15 | 3 | 6
COc1cc(NC(=S)Nc2ccccn2)cc(OC)c1 | -1 | -5 | 3 | -0.6 | 0 | -1 | -5 | -3 | -2 | 2
CC(C)COC(=O)N(C)C[C@@H]1OCc2cnnn2CCCC(=O)N([C@H](C)CO)C[C@@H]1C | -3 | 3 | 2 | -0.3 | -1 | 4 | -9 | -9 | 3 | 7
CCN(Cc1ccccc1)C1CCN(Cc2ccc(SC)cc2)CC1 | 1 | -2 | 0 | -1.9 | -12 | 1 | 11 | 5 | 2 | 1
Cc1ccc(OCCC(=O)OCC(=O)NCCNC(=O)COC(=O)CCOc2ccc(C)cc2)cc1 | 3 | -2 | -13 | 3.4 | 2 | 2 | 3 | 1 | 0 | 1
COc1cc(/C=C2\SC(=O)N(CCNC(=O)c3cnc(C)cn3)C2=O)cc(OC)c1OC | 1 | 0 | -3 | -1.0 | 0 | -2 | -1 | 7 | -9 | 1
CCCC(=O)NC(=S)Nc1cccc(NC(=O)c2ccccc2Cl)c1 | -3 | 2 | -18 | -1.7 | 2 | 0 | -19 | 8 | 1 | 5
CCCn1nnnc1SCC(=O)N1CCCc2ccccc21 | 0 | 2 | 1 | -1.3 | -7 | 0 | -3 | -4 | -1 | 4
COc1cc(OC)cc(C(=O)NNC(=O)CNC(=O)c2ccc(Br)o2)c1 | 0 | -1 | 0 | -0.1 | 3 | 0 | 0 | -2 | -4 | 0
COc1cc2c(cc1OC)C[N+](C)(C)CC2 | -1 | 3 | -2 | -1.6 | 1 | 6 | -4 | -2 | -1 | -2
COc1cccc(CN(C)C(=O)c2cccnc2SC)c1OC | -1 | 26* | 4 | 0.6 | -4 | 6 | 5 | -3 | 5 | 9
COc1cc(/C=C(\C#N)C(=O)Nc2cccc(C(=O)O)c2)ccc1OCc1ccc(Cl)cc1 | 0 | 1 | -7 | -1.7 | 4 | 7 | -3 | -9 | 4 | 4
Cc1cccc(CN2C(=O)c3ccccc3Sc3ccc(C(=O)O)cc32)c1 | -2 | 7 | -9 | -0.9 | 20 | 1 | -13 | 4 | 0 | 1
CC(=O)Oc1ccc(OC(C)=O)c2c1CC1(C)OC1(C)C2 (stereo unspecified) | -2 | -1 | 4 | -1.4 | 0 | 1 | 6 | -1 | -3 | -1
Cc1ccc(C2c3sc(=O)[nH]c3SC3C4CC(C5C(=O)N(C(C)C(=O)O)C(=O)C45)C23)cc1 (stereo unspecified) | -3 | -6 | 4 | 0.5 | 14 | 59* | 4 | 6 | -5 | 4
OCCO | i | 2 | -1 | 0.0 | -2 | 0 | 3 | 1 | 2 | 4
COc1ccc(NC(=O)CNS(=O)(=O)c2cccs2)c(OC)c1 | 3 | 12 | 3 | -0.7 | -1 | 0 | -2 | -12 | -5 | -1
CC1CN(c2nc3ccccc3nc2SCC(=O)Nc2cccc(C(F)(F)F)c2)CC(C)O1 (stereo unspecified) | 3 | 1 | -10 | 1.3 | 6 | 1 | 6 | -3 | 5 | 1
Cc1cc(OCc2nc(N)nc(N)c2-c2ccc(Cl)c(Cl)c2)ccc1[N+](=O)[O-] | 3 | 3 | -27 | 0.1 | 7 | 11 | -17 | -3 | 5 | 9
O=S(=O)(/N=C(\c1ccccc1)N1CCOCC1)c1cccs1 | -4 | 3 | 2 | 0.1 | 0 | -4 | -4 | 7 | -6 | -6
O=C(CCN1CCOCC1)Nc1cccc(Br)c1 | 2 | 3 | 2 | 0.0 | -2 | 1 | 5 | -1 | 0 | 2
Cc1ccc(-c2ccc(CCC(=O)O)n2Cc2ccco2)cc1 | -1 | 0 | 0 | 0.4 | 14 | 15 | 7 | -3 | 1 | 88*
COc1ccc(CNC(=O)c2cc(-c3ccccc3O)n[nH]2)cc1 | -3 | 2 | -14 | -1.4 | 3 | -1 | 1 | 8 | -10 | -1
Nc1ncnc2c1ncn2[C@@H]1O[C@H](C(=O)N[C@@H](CCc2ccccc2)C(=O)N2CCN(C(=O)N3CCOCC3)CC2)[C@@H](O)[C@H]1O | 5 | -1 | / | -1.3 | 2 | -2 | 5 | 0 | 3 | -2
O=C(Nc1ccccc1)OC1CC2CC1[C@H]1CCCCN1[C@H]2Cc1ccccc1 (stereo partly specified) | -2 | -2 | / | / | 4 | -2 | -2 | / | 1 | 1
CS(=O)(=O)N(CC(=O)Nc1ccc(S(=O)(=O)N2CCOCC2)cc1)c1ccccc1Br | 3 | -2 | 2 | -1.9 | -1 | -9 | -2 | 2 | 0 | 5
COc1ccccc1C(=O)NNC(=O)c1ccc(Br)cc1 | 1 | 0 | 0 | -2.1 | -3 | -1 | -5 | -3 | 5 | 1
C=CCSc1nc2ccccc2n1C(=O)/C=C/c1ccc(OC)c(OC)c1 | 1 | 0 | 8 | 0.9 | 2 | -1 | -2 | 2 | 2 | 2
CCOC(=O)[C@@]12CCC3=C1N(CCC3)C(=O)[C@H](CC(=O)NCCCOC)C2 | -7 | 5 | / | / | 1 | 6 | -11 | / | 0 | 7
Clc1nc(Oc2ccccc2)nc(-c2cn(-c3ccccc3)c3ccccc23)n1 | 9 | -3 | 3 | -3.1 | 5 | -3 | -3 | 0 | -11 | -7
O=C(Nc1ccc2oc(-c3ccccc3F)nc2c1)c1ccco1 | 0 | -2 | -20 | -1.5 | 3 | 0 | -1 | 8 | -1 | -1
OCCN1CCN(c2nc(-c3ccccc3)c3cc(Cl)ccc3n2)CC1 | -2 | -2 | -10 | -0.4 | -6 | -1 | 5 | 5 | 3 | 0
COc1ccc(CNc2ccc(S(N)(=O)=O)cc2)cc1 | 1 | 4 | 3 | -2.0 | 0 | -2 | 4 | 3 | 0 | -3
O=C(c1ccc(Cl)c(S(=O)(=O)N2CCCC2)c1)N1CCOCC1 | -2 | 1 | -1 | -2.5 | 2 | -4 | 0 | -5 | -2 | -1
O=C(COC(=O)CSc1ccc([N+](=O)[O-])cc1)NCCCc1ccccc1 | 9 | -2 | -6 | 0.0 | 4 | 42* | -4 | -6 | -3 | -4
CCCNC(=O)c1ccc(N2CCC3(CC2)CC(c2cccc(Br)c2)=NO3)c(NC(=O)c2ccc(Cl)c([N+](=O)[O-])c2)c1 | 0 | -1 | -12 | 0.6 | 7 | 1 | 1 | 3 | 6 | 4
Fc1ccc(NC(=S)Nc2cc(Cl)ccc2Cl)cc1 | 0 | 3 | 6 | -1.3 | 3 | 1 | 10 | -2 | -5 | -2
Cc1ccc(NC(=O)c2ccc3c(c2)N(CC(=O)N2CCCCC2)C(=O)C(C)(C)O3)cc1 | -1 | -1 | -2 | -1.5 | -1 | 0 | 1 | 7 | 2 | 2
CNC(=S)NNC(=O)c1ccccc1Cl | 4 | 5 | / | -0.3 | -1 | -4 | 2 | -2 | -8 | -1
O=C(c1cccnc1)C1Cc2ccccc2C1=O (stereo unspecified) | -1 | -2 | 4 | -0.5 | -1 | 8 | 12 | -3 | -1 | 3
O=C(CCNC(=O)N1CCn2c1nc1ccccc12)NCc1ccc(F)cc1 | 3 | -5 | -2 | -0.6 | -2 | 3 | -5 | 7 | 7 | -4

3 compounds already listed, sorted by the number in PRMT1 FP inh, highest first.
Molecule,PRMT1 FP inh
O=C(COC(=O)CSc1ccc([N+](=O)[O-])cc1)NCCCc1ccccc1,42*
C=CCSc1nc2ccccc2n1C(=O)/C=C/c1ccc(OC)c(OC)c1,-1
CNC(=S)NNC(=O)c1ccccc1Cl,-4

More compounds follow.
SMILES | LEDGF integ inh | UHRF1 MBD2 ctr | HTRA1 inh | PG9 Ab binder | rCAG RNA binder | PRMT1 FP inh | mABHD4 FP | TCR CD3 inh | NR1D1 modulator | MBD2 inh
CC(C)C[C@@H](CNCC(=O)[C@H](C)NC(=O)c1[nH]cnc1C(=O)N[C@@H](C)CN)NC(=O)c1nc[nH]c1C(=O)N[C@@H](C)C(=O)O | -3 | 22* | 4 | -0.1 | 2 | 5 | 4 | 2 | -6 | 12
Cn1c(=O)c2c(-c3ccccc3)n(-c3cccc(Br)c3)cc2n(C)c1=O | 3 | 1 | / | -1.4 | 10 | -4 | -5 | -10 | -2 | -4
CCC(CO)Oc1cc(NCc2cccc(OC)c2)c2ncn(C(C)C)c2c1 (stereo unspecified) | -2 | -6 | 17 | -3.5 | -7 | 0 | 8 | 4 | -2 | -2
Cc1cccc(C(=O)OCC(=O)N(CC(C)C)c2c(N)n(Cc3ccccc3)c(=O)[nH]c2=O)c1C | 0 | 0 | -5 | 1.2 | 1 | 3 | 8 | 4 | -4 | -1
Cc1c(NC(=S)NC(=O)c2ccccc2)c(=O)n(-c2ccccc2)n1C | -2 | 1 | 1 | -0.2 | -4 | 1 | 2 | -3 | -1 | -2
O=[N+]([O-])c1c(NCCCO)cc(SCc2ccco2)c2nonc12 | 38* | 35* | 11 | -2.2 | 47* | 64* | 54* | 11 | -9 | 7
O=C(OCC(=O)N1CCC(Cc2ccccc2)CC1)c1ccc[nH]c1=O | -1 | -1 | -9 | 0.5 | 2 | -3 | -2 | 1 | -4 | 3
O=C(c1ccccc1)c1c(O)nc(-c2ccccc2)n(-c2ccccc2)c1=O | -4 | 3 | -5 | -1.1 | 3 | 3 | -6 | 7 | -1 | 1
O=C(CC1C(=O)NCCN1CC1CCCCC1)NCc1cc(F)ccc1F (stereo unspecified) | 1 | -4 | -1 | -1.1 | -5 | 0 | 3 | 3 | -4 | 6
